# Bim-Bfl-1 = human Bim-Bfl-1 interaction inhibition; Q16548; Bead-based flow cytometry, Bim-Bfl-1 binding inhibition; inhibition, % at 10 µM; 190,000 tested, 0.12% active; AID 1008;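 further: 0% = wells without compound plus tracer and 100% = blocker peptide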
# ABCG2 block = inhibitors of human ABCG2 transporter, ABCB1 counter-screen. IgMXP3 cells, JC-1 efflux, flow cytometry. inhibition, % at 6.6 µM. 190,000 tested, 0.1% active;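 active means inhibition above 80%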;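 further: 0% = DMSO and 100% = nicardipine control wells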
# Target sequence (Q9UNQ0 whole entry, looked up): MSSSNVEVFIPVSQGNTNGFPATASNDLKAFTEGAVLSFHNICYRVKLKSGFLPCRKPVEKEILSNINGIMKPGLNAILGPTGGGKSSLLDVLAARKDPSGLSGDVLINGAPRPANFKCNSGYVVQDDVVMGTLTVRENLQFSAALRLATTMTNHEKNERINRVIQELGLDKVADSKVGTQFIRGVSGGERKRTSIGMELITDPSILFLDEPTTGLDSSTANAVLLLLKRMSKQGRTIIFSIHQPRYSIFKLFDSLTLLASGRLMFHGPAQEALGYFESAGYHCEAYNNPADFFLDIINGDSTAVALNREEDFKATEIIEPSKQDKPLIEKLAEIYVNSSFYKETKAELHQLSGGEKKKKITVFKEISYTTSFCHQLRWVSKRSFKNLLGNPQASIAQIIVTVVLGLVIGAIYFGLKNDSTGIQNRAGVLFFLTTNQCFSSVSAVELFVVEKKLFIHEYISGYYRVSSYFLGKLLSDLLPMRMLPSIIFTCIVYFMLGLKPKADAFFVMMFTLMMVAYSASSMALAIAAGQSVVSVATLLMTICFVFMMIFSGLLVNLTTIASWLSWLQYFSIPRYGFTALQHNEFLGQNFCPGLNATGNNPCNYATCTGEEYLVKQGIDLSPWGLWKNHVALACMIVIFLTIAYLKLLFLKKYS
#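 System: two drug-resistant human cell lines, ABCG2 and ABCB1; controls: nicardipine high and DMSO low controls; times: 10 min exposure at 25 °C with rotation, no wash; detection: flow cytometry of retained JC-1 fluorescence; read-out basis: percent efflux inhibition, scaled nicardipine 100% to DMSO 0%; doses: one concentration, 6.6 µM final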
# Bcl-B Bim block = human Bim-Bcl-B interaction inhibition; bead-based flow cytometry, Bim peptide-Bcl-B binding; inhibition, % at 10 µM; 190,000 tested, 0.073% active; AID 951;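 further: 0% = tracer peptide without compound and 100% = reference inhibitor peptide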
# Target sequence (Q9HD36 whole entry, looked up): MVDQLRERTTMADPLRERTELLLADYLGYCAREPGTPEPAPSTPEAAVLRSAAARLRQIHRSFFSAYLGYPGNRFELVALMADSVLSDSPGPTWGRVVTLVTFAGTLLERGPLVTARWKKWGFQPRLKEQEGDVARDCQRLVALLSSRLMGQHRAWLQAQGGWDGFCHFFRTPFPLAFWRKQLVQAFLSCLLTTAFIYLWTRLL
# RGS7-Gao reg = regulators of human RGS7-Galphao interaction. P09471. Multiplexed bead flow cytometry, RGS7-Galphao binding; actives lie on both sides. binding response (% of control), % at 10 µM. 220,000 tested, 0.35% active; in the data active means binding response below about 49% or above about 150%; inconclusive means no clear call, values can overlap the other calls; inactive means in between;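 further: fluorescent Galphao held in activated GDP-AlF4 state binding bead-coupled RGS7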
# Bim-Mcl-1 = human Bim-Mcl-1 interaction inhibition; Q07820; inhibition, % at 10 µM; Bead-based flow cytometry, Bim peptide-Mcl-1 binding; 190,000 tested, 0.1% active; AID 1009;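 further: 0% = no compound tracer wells and 100% = peptide blocker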
# Bcl-XL Bim block = disrupts Bim peptide binding to human Bcl-XL; bead flow cytometry, fluorescence; inhibition, % at 10 µM; AID 1007; Q07817; 190,000 tested, 0.04% active
# ABCB1 inh = human ABCB1 inhibition, ABCG2 as counter-screen; P08183; CCRF-Adr cells, JC-1 efflux, flow cytometry; AID 1326; inhibition, % at 6.6 µM; 190,000 tested, 0.067% active; in the data active means inhibition above about 40%;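 further: 0% = vehicle and 100% = reference inhibitor; higher value means more JC-1 retained so stronger ABCB1 efflux block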
# Bcl-2 Bim block = human Bim-Bcl-2 interaction inhibition; P10415; 190,000 tested, 0.06% active; inhibition, % at 10 µM; Bead-based flow cytometry, Bim peptide-Bcl-2 binding; AID 950; in the data active means inhibition above about 40%; inconclusive means no clear call, values can overlap the other calls;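 further: 0% = no compound wells with probe peptide and 100% = reference peptide inhibitor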
# Target sequence (P10415 whole entry, looked up): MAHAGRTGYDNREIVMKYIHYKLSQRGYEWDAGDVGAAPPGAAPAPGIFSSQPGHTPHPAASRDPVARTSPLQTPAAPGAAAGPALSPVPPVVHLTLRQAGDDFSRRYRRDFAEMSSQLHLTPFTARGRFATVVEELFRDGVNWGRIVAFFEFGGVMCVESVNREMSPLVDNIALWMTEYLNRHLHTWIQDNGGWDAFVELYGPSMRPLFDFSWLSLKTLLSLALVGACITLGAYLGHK
# Bcl-W Bim block = disrupts Bim peptide binding to human Bcl-W; AID 952; inhibition, % at 10 µM; 190,000 tested, 0.02% active; bead-based flow cytometry;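 further: 0% = bound tracer without compound and 100% = peptide blocker; higher means less fluorescent Bim peptide bound to Bcl-W beads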
# RGS4-Gao reg = modulates binding of RGS4 to human Galphao. Multiplexed bead flow cytometry; actives lie on both sides. 220,000 tested, 0.33% active. binding response (% of control), % at 10 µM; in the data active means binding response below about 49% or above about 150%; inactive means in between;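 further: fluorescent Galphao activated with aluminum fluoride binding bead-coupled RGS4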
# RGS8-Gao = regulators of human RGS8-Galphao interaction; response (percent of control binding), % at 10 µM; multiplexed bead flow cytometry, RGS8-Galphao binding; actives lie on both sides; 220,000 tested, 0.34% active; P09471; AID 1423; in the data active means response below about 60% or above about 140%; inactive means in between;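 further: Galphao activated as the GDP aluminium fluoride complex binding bead-coupled RGS8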
# Numbers without * were called inactive; ? = inconclusive; [ ] = remark or other dose. Unless noted, no stated cut-off is given here; in the data, active means inhibition above about 40%. Random draw from the library. Share with any hit: about 0.94%.
SMILES,Bim-Bfl-1,ABCG2 block,Bcl-B Bim block,RGS7-Gao reg,Bim-Mcl-1,Bcl-XL Bim block,ABCB1 inh,Bcl-2 Bim block,Bcl-W Bim block,RGS4-Gao reg,RGS8-Gao
Cc1nc2ccccn2c1C(=O)NCCCN1CCOCC1,-16,3,-11,106,-1,3,0.1,-9,0,102,104
CCOC(=O)c1nn(-c2ccc(F)cc2)c2nc(-c3ccccc3)c(C#N)c(=O)n12,-3,-1,0,101,0,0,0.5,0,-2,102,102
Cc1c(O)ccc(NC(=O)/C=C/c2ccccc2)c1C,-2,13,-1,90,2,0,-0.6,-1,1,91,93
COCc1[nH]nc2c1C(c1c(F)cccc1Cl)C(C#N)=C(N)O2 (stereo unspecified),-10,-1,-4,104,3,-5,0.2,-5,0,105,102
CN(Cc1ccc(Cl)cc1)C(=O)CCl,-1,0,-1,101,2,-1,-0.2,-3,0,98,98
O=C(Nc1nnc(SCc2ccc(Cl)cc2Cl)s1)C1COc2ccccc2O1 (stereo unspecified),-2,2,0,92,-2,-3,0.1,-2,-2,94,97
O=C(COc1ccc2ccccc2c1)NC1=NCCS1,-9,8,-9,97,0,0,1.0,-6,1,96,101
Cn1nnnc1SCC(=O)Nc1ccc(Oc2ccccc2)cc1,-14,6,-12,101,-2,-8,1.2,-10,-1,101,102
Cn1nnc2cc(C(=O)N3CCSCC3)ccc21,0,3,0,96,0,1,0.8,0,-1,92,95
Cc1ccc(C(=O)NC(=S)NCc2cccnc2)cc1C,-7,4,-6,105,-1,-5,0.8,0,-1,103,111
COc1ccc(C(=O)NCc2ccc(-c3nc4ccccc4s3)cc2)cc1OC,-3,3,-3,98,-1,0,1.2,-7,1,96,99
CCOC(=O)N1CCN(C(=O)CSc2ccc(-c3ccccc3OC)nn2)CC1,-2,0,-1,99,3,0,0.1,1,0,104,102
O=C(Cc1csc(N2CCOCC2)n1)N/N=C/c1ccc(O)c(O)c1O,31,-6,-3,?,2,3,-1.1,12,15,66,57*
COc1ccc(-c2[nH]n(-c3ccc([N+](=O)[O-])cc3)c(=O)c2C=NCC2CCCO2)cc1 (stereo unspecified),-5,25,-4,102,-4,-4,8.5,-5,-5,101,101
O=C(Nc1cccc(Cl)c1)OCc1cn(-c2ccc(Cl)cc2)nn1,-4,0,0,100,0,-1,0.1,-3,-1,100,98
Cc1nnc(SCCOC(N)=O)n1C,-5,1,-5,82,0,10,0.1,-4,7,82,99
O=C(Nc1ccc(F)cc1F)c1csc(-c2ccccc2)n1,-5,3,-1,?,0,-1,0.3,-2,4,102,103
O=C(O)c1cccc(S(=O)(=O)N2CCOCC2)c1,1,1,0,99,-4,-3,0.6,0,-3,100,98
O=C(CSc1ccc2nnc(-c3ccccc3)n2n1)N1CCCc2ccccc21,36,1,8,207*[activator],14,10,0.8,33,2,156*[activator],112
COC(=O)CN1C(=O)C(O)(CC(=O)c2ccc(Cl)cc2)c2ccccc21 (stereo unspecified),-3,1,5,102,2,1,0.0,1,5,105,111
CCc1ccc(N/C(SCc2cccc(F)c2)=C(/C#N)C(=O)NCc2ccco2)cc1,-7,3,-11,101,-5,-3,0.7,-5,3,102,109
COCCCn1c(=S)[nH]c2ncccc2c1=O,-2,3,-2,97,0,-4,0.1,-2,-1,100,99
CC(C)c1nc(-c2ccccc2)c(-c2ccccc2)[nH]1,-20,31,-9,97,-4,-9,-0.8,-11,0,98,97
Cc1ccc(-n2c(SCC(=O)NNC(=S)Nc3ccccc3)nc3ccccc3c2=O)cc1,0,-1,-23,99,-14,-8,-0.2,0,-10,102,105
COc1ccc(/C=N/Nc2nc(Nc3ccccc3)nc(N3CCCC3)n2)cc1[N+](=O)[O-],0,-1,0,101,1,1,-0.5,2,2,108,106
CCSc1ccccc1C(=O)NCc1cccnc1,-5,1,-4,81,-2,-1,0.4,0,-2,94,59*
O=C(O)/C(=C/c1ccco1)c1ccccc1,3,8,3,98,-2,-2,1.0,3,-6,103,99
CCOC(=O)c1c(NCc2ccccc2)n[nH]c1C,-1,0,-6,101,-4,-8,0.8,-1,-4,104,103
Cc1ccc2nc(-c3cccnc3)c(Nc3ccccc3C)n2c1,0,6,0,98,0,-2,1.9,-2,0,98,100
O=C(O)C(Cc1c[nH]c2ccccc12)N1CCS(=O)(=O)CC1 (stereo unspecified),-4,-1,-2,98,0,0,-0.2,0,1,101,103
O=c1c2cn[nH]c2nc(SCc2c(F)cccc2F)n1-c1ccc(Cl)cc1,-1,0,-1,100,0,1,0.0,0,2,102,102
Cc1sc(NC(=O)CSc2nc(N)n(CC(=O)c3ccccc3)n2)c(C#N)c1C,0,0,-3,95,-2,-4,0.4,0,-2,101,102
Cc1cc(=O)oc2cc(OC(C)C(=O)N3CCOCC3)ccc12 (stereo unspecified),-1,1,-1,96,-1,-1,0.4,-2,-1,93,99
CN(C)S(=O)(=O)c1cc(NC(=O)COC(=O)Cc2cccc3ccccc23)ccc1Cl,-9,16,-7,101,-3,-6,-0.6,-8,-5,100,100
CC(C)c1nnc(NC(=O)C2CCN(S(=O)(=O)c3ccc(-n4cnnn4)cc3)CC2)s1,1,0,-6,99,-6,-2,0.2,-4,-3,104,102
Oc1ccc(N=Nc2ccc3c(c2)OCCO3)c2cccnc12,6,7,3,?,-1,2,-0.1,1,0,92,94
CN(C1=C(NC(=O)c2ccc(Cl)cc2)C(=O)c2ccccc2C1=O)c1ccccc1,2,13,-5,100,-6,-6,-0.6,-2,-7,98,103
O=C(CCc1ccccc1)NNC(=S)Nc1ccc(F)cc1,1,1,-10,102,4,-1,-0.1,0,3,104,100
Cc1ccc(-n2c(=O)c3ccc(C(=O)NCc4ccco4)cc3n(Cc3ccccc3C#N)c2=O)cc1,15,-1,7,98,9,10,-0.1,6,5,98,95
CCOC(=O)/C(C#N)=C/c1cc(C)n(-c2ccccc2)c1C,-4,3,-6,98,0,9,0.6,-6,0,99,101

# Single records, as listed above:
# CCOC(=O)c1c(NCc2ccccc2)n[nH]c1C as listed: Bim-Bfl-1 = -1; ABCG2 block = 0; Bcl-B Bim block = -6; RGS7-Gao reg = 101; Bim-Mcl-1 = -4; Bcl-XL Bim block = -8; ABCB1 inh = 0.8; Bcl-2 Bim block = -1; Bcl-W Bim block = -4; RGS4-Gao reg = 104; RGS8-Gao = 103
# Cc1ccc2nc(-c3cccnc3)c(Nc3ccccc3C)n2c1 as listed: Bim-Bfl-1 = 0; ABCG2 block = 6; Bcl-B Bim block = 0; RGS7-Gao reg = 98; Bim-Mcl-1 = 0; Bcl-XL Bim block = -2; ABCB1 inh = 1.9; Bcl-2 Bim block = -2; Bcl-W Bim block = 0; RGS4-Gao reg = 98; RGS8-Gao = 100

# New compounds follow
SMILES,Bim-Bfl-1,ABCG2 block,Bcl-B Bim block,RGS7-Gao reg,Bim-Mcl-1,Bcl-XL Bim block,ABCB1 inh,Bcl-2 Bim block,Bcl-W Bim block,RGS4-Gao reg,RGS8-Gao
CC1=CC(C)(C)N2C(=O)C3(C(C#N)=C(N)Oc4cc(O)ccc43)c3cccc1c32 (stereo unspecified),-20,17,-10,102,-4,-10,-0.7,-17,-3,101,101
COc1ccc(C2CC3(CC(C)(C)NC(=S)N3)Oc3cc(O)cc(C)c32)cc1OC (stereo unspecified),5,1,-16,89,5,2,0.0,1,2,94,97
C/C(Cl)=C\Cn1c(O)c(N=NC(N)=S)c2ccccc21,-1,13,0,101,2,0,1.1,-1,1,101,103
CCOC(=O)CSc1ncc(OC)c(Sc2ccc(Cl)cc2)n1,-7,14,-2,101,4,-1,1.4,0,4,99,100
CC(C)C(=O)NC(=S)Nc1ccc(S(=O)(=O)N(C)C)cc1,-7,0,-7,100,-6,-10,-0.2,-9,-3,99,89
CCCN=C1NC(=O)C(CC(=O)NCCc2ccccc2)S1 (stereo unspecified),-3,0,-5,?,-2,-5,-0.1,-3,-3,117,114
COc1cccc(N2CCN(C(=O)CN(C)S(=O)(=O)c3ccc4c(c3)c(=O)n(C)c(=O)n4C)CC2)c1,-4,1,0,99,-1,0,0.1,0,-1,101,102
CCCCC(C(=O)NCCC(C)C)N(CCCN1CCOCC1)C(=O)c1snc(C(N)=O)c1N (stereo unspecified),-1,0,-4,102,-4,-2,0.4,-5,-3,104,102
COc1ccccc1-c1cc(C(=O)N/N=C/c2ccc(C)s2)c2ccccc2n1,-11,2,-7,97,-1,0,1.3,-7,1,99,96
Cc1scc(C(=O)NCc2ccco2)c1-c1ccccc1,1,1,-3,97,0,-4,0.5,0,-1,92,98
COc1cccc(NC(=O)COC(=O)c2c(-c3ccccc3)noc2C)c1,0,2,1,98,-1,2,0.5,0,0,99,99
CC1Cc2nc(SCC(N)=O)n(C)c(=O)c2S1 (stereo unspecified),-7,0,-5,103,-1,-5,0.2,-3,2,100,103
CCCCCc1ccc(OCCCC[n+]2cccc(C)c2)c(CCCCC)c1,-4,3,-3,101,0,-2,1.0,-4,0,104,104
CCOC(=O)C1CCN(C(=O)c2cccc(NS(=O)(=O)c3ccc(F)c(F)c3)c2)CC1,-2,7,-22,?,-2,-5,0.8,-4,-5,99,100
Fc1ccccc1OCCSc1nc2ccccc2o1,-3,6,-1,95,-3,-3,0.1,-2,-2,97,101
Nc1nnc(SCC(=O)NC2CCCCC2)n1-c1ccccc1,-16,1,-9,100,-1,-7,-2.7,-9,0,101,102
COc1ccc(NC(=S)NCc2cccnc2)cc1,-4,0,-3,99,-3,-6,-0.2,-3,-8,100,102
CCCC(=O)N1CCN(C2=NS(=O)(=O)c3ccccc32)CC1,-1,0,-5,97,-2,-7,-0.1,0,-4,100,98
COCCCNC(=S)Nc1ccc(N2CCCCC2)cc1,-2,4,-2,104,0,0,0.2,0,0,102,100
CC1(C)Cc2c(sc3[nH]c(=S)n(Cc4ccccc4)c(=O)c23)CO1,-2,-2,-6,108,-4,-6,-0.5,-2,-3,116,90
CCCN1C(=O)c2ccc(C(=O)NCc3ccco3)cc2C1=O,-9,4,-9,97,0,-2,0.3,-5,2,102,101
CSc1nnc(C)c(=O)n1COC(=O)COc1ccc(F)cc1,-5,4,0,105,-1,-1,0.5,0,-1,105,105
CC(SCc1ccccc1)C(=O)Nc1ccc2c(c1)OCO2 (stereo unspecified),-21,18,-13,99,-5,-9,-1.1,-14,-3,101,101
Cc1cccn2c(CN[C@@H]3CCCC[C@H]3c3ccccc3)c(C(=O)N3CCOCC3)nc12,2,1,-1,97,0,1,1.6,1,0,98,98
CC(C)c1cc(CN2CCN(CCC#N)CC2)cc(C(C)C)c1O,-1,1,-1,96,0,-3,0.3,-1,-2,96,103
Cc1ccsc1/C=c1\sc2ncnn2c1=O,-3,22,0,94,-4,-8,-0.8,5,-8,96,101
O=[N+]([O-])c1cccc(C2=NCCS2)c1,-1,13,-5,99,-3,0,1.6,-5,-3,100,108
COc1cc2c(OC)cccc2cc1C(=O)O,0,0,0,95,-3,-3,0.2,-2,-1,93,98
C/C(=N\NC(=O)c1ccn(C)n1)c1cccc(NC(=O)c2ccncc2)c1,-3,0,-7,101,-7,-9,0.0,-5,-4,103,107

# 3 compounds from above, sorted by their value in Bcl-B Bim block, lowest first:
SMILES	Bcl-B Bim block
CN(C)S(=O)(=O)c1cc(NC(=O)COC(=O)Cc2cccc3ccccc23)ccc1Cl	-7
CCOC(=O)c1c(NCc2ccccc2)n[nH]c1C	-6
Cc1c(O)ccc(NC(=O)/C=C/c2ccccc2)c1C	-1

# Assay outcomes deposited in PubChem by NMMLSC.
